From PubChem
DT40 TDP1 no CPT – qHTS for Inhibitors of human tyrosyl-DNA phosphodiesterase 1 (TDP1): qHTS in cells in absence of CPT; DT40 Tdp1-/- hTDP1 cells, no CPT, ATP luminescence, 48 h; Potency, µM (doses to about 46.2 µM), without a hit: top-dose activity change, negative = growth inhibition, hits mostly inhibitors; 420,000 compounds, 15% hits; AID 686978, 2013; active means well fitted inhibition curve with a large enough effect; inconclusive means small, poorly fitted or top-dose-only effect; further: nearly all actives have a fitted effect of over 55% in size
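Luminescent ATP content (CellTiter-Glo) served as the growth readout. Knockout chicken DT40 cells expressing human TDP1 were exposed to compounds without camptothecin for a minimum 48 hr at 37 °C.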
Starred values were filed as active, the others as inactive; ? = inconclusive. On the % scale 0 is the no-effect control and ±100 the full control effect; potency means the concentration at half of the fitted maximal effect. Some of the compounds tested; the hit share may differ from the screen's.

compound,DT40 TDP1 no CPT
O=C(NCc1ccccc1Cl)c1ccc2nc([C@@H]3O[C@H](CO)[C@@H](O)[C@H]3O)[nH]c2c1,4%
OCC(O)C(O)C(O)c1cnn(-c2ccccc2)n1 (configuration not stated),17%
CC1CN(c2nc3c(c(=O)n(C)c(=O)n3C)n2Cc2c(Cl)cccc2Cl)CC(C)O1 (configuration not stated),?
Cc1cccc(N(CC(=O)NCc2ccccc2)S(C)(=O)=O)c1C,-10%
O=[N+]([O-])c1ccccc1S(=O)NCc1c(Cl)cccc1Cl (configuration not stated),?
N[C@@H](Cc1ccc(O)cc1)C(=O)NO,8%
C[C@@H]1CN([C@H](C)CO)S(=O)(=O)c2ccc(-c3cccc(C(=O)N(C)C)c3)cc2O[C@H]1CN(C)C(=O)Nc1ccc(F)cc1,?
CCNC(=O)C1(C)CCCN(C(=O)c2oc3ccccc3c2C)C1 (configuration not stated),6%
CC(C)CNc1ncnc2c1ncn2[C@H]1CN(Cc2ccc(C(=O)O)cc2)C[C@@H](CO)O1,10%
S=C1Nc2ccccc2CS1,?
CCOC(=O)c1c(SCCN2CCCC2)n(-c2ccccc2)c(=S)n(-c2ccccc2)c1=O,5.2µM*
CN(C)c1nc(N/N=C\c2ccc(Cl)c([N+](=O)[O-])c2)nc(Nc2ccc(F)cc2)n1,5.2µM*
CCC(Sc1ncccc1Nc1ccccn1)C(=O)O (configuration not stated),-16%
O=C(Nc1ccc2nc3n(c(=O)c2c1)CCCC3)c1cccnc1Cl,?
Cc1ccc(C(=O)C=Cc2cccc(C)c2)cc1,18µM*
O=C(Cc1ccc(NC(=O)C2CCCN(C(=O)C3CCC3)C2)cc1)Nc1cccc(C(=O)N2CCCC2)c1 (configuration not stated),-8%
CC(CNC(=O)CC[C@H]1O[C@@H](n2cnc3c(NC(=O)c4ccccc4)ncnc32)[C@H](O)[C@@H]1O)c1ccccc1 (some centres not stated),-7%
S=C(c1ccc2c(c1)OCO2)N1CCN(c2cccc(Cl)c2)CC1,4.1µM*
O=C(Nc1ccc2c(c1)OCO2)c1cc(C2CCCN(C(=O)CCCc3ccccc3)C2)on1 (configuration not stated),?
NS(=O)(=O)c1ccc(NC(=O)c2cnn3c2NC(=C2CC2)C=C3C(F)F)cc1,-7%
O=C(OCC(=O)N1CCc2ccccc2C1)c1c(F)cccc1Cl,?
COc1ccccc1-c1cc2c(c(OC)c1)OCCN(CCC(C)c1ccc(C)o1)C2 (configuration not stated),-13%
O=C(CNC(=O)c1ccc(Cl)cc1)c1ccccc1,-24%
COc1cccc(CCNc2ncnc3sc(C(=O)N4CCN(C)CC4)c(C)c23)c1,-40%
Cc1c(C(=O)NCc2cccc(C(F)(F)F)c2)sc(=O)n1Cc1cccc(F)c1,?
CC(C)C[C@H]1COCCS(=O)(=O)N1Cc1cccc(Cl)c1,?
Cc1noc(C)c1-c1ccc(C(=O)NCc2ccc(Cl)cc2)c2occc12,?
C[C@@H]1CCCCO[C@@H](CN(C)C(=O)C2CCCCC2)[C@@H](C)CN([C@H](C)CO)C(=O)c2cc(NC(=O)NC3CCCCC3)ccc2O1,?
COc1ccccc1-c1cccc(-c2nc(C(=O)Nc3nccs3)cc3c2[C@@H](CCO)N(C(C)=O)C3)c1,?
COC(=O)[C@@H](Cc1ccccc1)NC(=O)CC[C@H]1O[C@@H](n2cc(C)c(=O)[nH]c2=O)C[C@@H]1O,-5%
CN(C)C(=O)c1cccc(-c2cnc3sc(NCc4ccc5c(c4)OCO5)nn23)c1,13µM*
Cc1ccc(-c2cnc(C(O)c3cccc(C)c3C)[nH]2)cc1 (configuration not stated),?
COC(=O)c1ccccc1S(=O)(=O)N1CCC(C(=O)Nc2ccccc2N2CCOCC2)CC1,?
C[C@@H](c1ccccc1)N1C[C@@H](COCc2ccccc2)Oc2cc(N3CC[C@H](N(C)C)C3)ccc2S1(=O)=O,-14%
COc1ccc(S(=O)(=O)N2CCC(C(=O)NCCC(=O)NCCc3cccc(F)c3)CC2)cc1,-27%
Cc1ccccc1C(=O)N1CCC(C(=O)Nc2ccc(F)cc2F)CC1,-17%
O=C(Nc1ccc(Cl)cc1Cl)c1cnn2c1NC(=C1CC1)C=C2C(F)F,-29%
O=C(NCc1ccccc1)c1cc(C2CCCCN2S(=O)(=O)c2ccccc2)on1 (configuration not stated),26µM*
CCCC(=O)N1CCCC1(C)C(=O)Nc1ccc(-n2cncn2)cc1 (configuration not stated),28%
CC(C)(C)OC(=O)CC(S(=O)(=O)c1ccccc1)S(=O)(=O)c1ccccc1,0.92µM*
CC(=O)/C=C1\OCc2cc(OCc3ccccc3)ccc21,?
COc1cc(CN2c3ccc(Br)cc3C(=O)CS2(=O)=O)cc(OC)c1,?
CSc1nccc(-c2cc(Cl)c3c(c2)CC(CNC(=O)c2ccc(C)nc2)O3)n1 (configuration not stated),-4%
c1ccc(N=NN2CCOCC2)cc1,2%
O=S(=O)(c1ccccc1)N1CCNCC1,2%
Cn1c(NCCN2CCCC2)nc2cc(-c3ccccc3)sc2c1=O,?
Cc1ccc2nc(-c3ccc(C#N)cc3)c(Cc3ccccn3)n2c1,?
C[C@H]1CN([C@@H](C)CO)C(=O)CCCn2cc(nn2)CO[C@@H]1CN(C)C(=O)NC1CCCCC1,10%
Cc1ccc(-c2ccc(CN3C(C(C)C)C(=O)N(Cc4cn(CC5CCCCC5)nn4)CCS3(=O)=O)cc2)cc1 (configuration not stated),8.2µM*
O=C(COC(=O)c1ccc(O)cc1O)NC(=O)Cc1ccccc1,-14%

(further entries)
compound,DT40 TDP1 no CPT
O=C(c1ccc([N+](=O)[O-])cc1)N1CCN(c2ncccn2)CC1,-18%
OC(c1ccccc1)c1ncc(-c2cccc(F)c2)[nH]1 (configuration not stated),-15%
O=C(Nc1ccc(Cl)cc1)c1nc[nH]c1C(=O)Nc1ccccc1F,15µM*
Cc1cc(-n2c(=O)[nH]c(=O)n(C)c2=O)ccc1Oc1ccc(S(=O)(=O)C(F)(F)F)cc1,17µM*
O=S1(=O)N[C@H](Cc2ccccc2)COc2cc(N3CC[C@H](O)C3)ccc21,?
CCOC(=O)Nc1cc2c(c(N)n1)N=C(c1ccccc1)CN2,0.041µM*
CC(C)NC(=O)c1ccc(CONC(=O)OCc2ccccc2)cc1,?
CCOc1ccc(-c2nnc(NC(=O)COc3ccccc3F)o2)cc1,?
Cc1ccc2c(/C=C/c3ccc(N(C)C)cc3)c(C)cnc2c1,?
COc1ccc(F)cc1-c1cc(NC=O)c2ncc(-c3cccc(C(=O)N(C)C)c3)n2c1,23µM*
CS(=O)(=O)N(CC(=O)N1CCCC1)c1cccc(C(F)(F)F)c1,-24%
O=C1C(Cl)=C(NCCCN2CCOCC2)C(=O)c2ccccc21,13µM*
CCCNC(=O)C1(C)CCCN(Cc2ccc(C(=O)OCC)o2)C1 (configuration not stated),?
Cc1cc(Br)cn2c(Cc3cccc(F)c3)c(-c3ccc(F)cc3)nc12,?
CCOc1ccc(NC(=O)CN(C)C(=O)c2c(C)nn(Cc3ccccc3Cl)c2C)cc1OCC,-1%
O=C(c1ccc(CN2CCc3ccccc3C2)cc1)N1CCN(c2ccc(F)cc2)CC1,13µM*
Cc1nccn1C(c1ccccc1)c1ccccc1,?
CCOC(=O)c1cn(Cc2ccccc2)c(C(=O)OC(C)(C)C)c1O,-11%
Cc1c(C(=O)NCCC#N)sc(=O)n1Cc1ccc(F)cc1,-17%
CCCCC(=O)NCCc1cc2c(C)ccc(C)c2[nH]c1=O,-1%
COc1ccccc1Cc1c(C(C)(C)C)nc2c3ccccc3ccn12,2.6µM*
Fc1cccc(Cc2c(C3CCCCC3)nc3ccc(Cl)cn23)c1,?
CCOC(=O)C1(c2ccccc2)CCCNC1=O (configuration not stated),?
O=C(/C=C/[C@H]1O[C@@H](n2ccc(=O)[nH]c2=O)[C@H](O)[C@@H]1O)NC(c1ccccc1)c1ccccc1,18%
Cc1nc2ccc(C(=O)N3CCN(c4ccccc4)CC3)cn2c1N(C)C(=O)CCc1ccccc1,?
CC(C)(C)Cc1c(-c2cccc(Cl)c2)nc2ccc(Cl)cn12,?
CC(C)C[C@H]1CN([C@@H](Cc2ccc(O)cc2)CN2CCC[C@@H]2CN2C(=S)NC[C@@H]2Cc2ccccc2)C(=S)N1CCc1ccccc1,6.5µM*
O=C1NC[C@@H](CCCCN2C[C@H](Cc3ccc(O)cc3)N(CCC3CCCCC3)C(=O)C2=O)N(Cc2ccccc2)C1=O,-16%
COc1ccccc1CNc1nc(NCc2cccs2)nc2ccsc12,16µM*
CSc1ccc(CN2CCC(C)(Oc3ccccc3F)C2)cc1 (configuration not stated),?

Reprinted from the entries so far (5 entries):
compound,DT40 TDP1 no CPT
CC(C)(C)Cc1c(-c2cccc(Cl)c2)nc2ccc(Cl)cn12,?
CC(C)C[C@H]1CN([C@@H](Cc2ccc(O)cc2)CN2CCC[C@@H]2CN2C(=S)NC[C@@H]2Cc2ccccc2)C(=S)N1CCc1ccccc1,6.5µM*
O=C1NC[C@@H](CCCCN2C[C@H](Cc3ccc(O)cc3)N(CCC3CCCCC3)C(=O)C2=O)N(Cc2ccccc2)C1=O,-16%
COc1ccccc1CNc1nc(NCc2cccs2)nc2ccsc12,16µM*
CSc1ccc(CN2CCC(C)(Oc3ccccc3F)C2)cc1 (configuration not stated),?

The results go on:
compound,DT40 TDP1 no CPT
Cc1ccc(Nc2cc(=O)n(C)c(=O)[nH]2)cc1C,?
CCCCNC(=O)c1onc(CSc2ccc(Cl)cc2)c1C(=O)NCCCC,?
CC(C)NC(=O)N(C)C[C@@H]1Oc2ncc(-c3cccc(C#N)c3)cc2C(=O)N([C@H](C)CO)C[C@@H]1C,2%
O[C@H]1CN(Cc2cccs2)[C@@H](c2ccc(Cl)cc2)C[C@@H]1n1cc(C2CC2)nn1,?
O=C(NCCCN1CCCC1=O)C(=O)NCC1OCCCN1S(=O)(=O)c1ccccc1 (configuration not stated),-9%
CC(C)c1ccccc1NC(=O)Nc1nnc([C@@H]2C[C@H](O)[C@@H](CO)O2)s1,1%
C[C@@H]1CCCCO[C@@H](CN(C)S(C)(=O)=O)[C@@H](C)CN([C@H](C)CO)C(=O)c2cc(N(C)C)ccc2O1,-16%
N#Cc1ccc(Nc2nc(NCc3ccccc3)nc3ccsc23)cc1,1.8µM*
COc1ccc(C(=Cc2ccccc2)C(=O)O)cc1,-12%
O=S1(=O)C[C@@H](N2CCN(c3ccccn3)CC2)[C@H](COCc2ccccc2)N1,-12%
Cc1cc(-c2ccccc2)n2nc(-c3cccc(Br)c3)cc2n1,?
Cc1cc(O)ccc1Nc1cc(-c2cccc(N)c2)ncn1,-22%
CC1(C)COC(c2ccc3c(c2)OCO3)OC1,-9%
CC(=O)NC(c1ccc(F)c(F)c1)c1nc(-c2ccncc2)cs1 (configuration not stated),15µM*
CC(=O)Nc1cccc2ccc(O)cc12,-8%
Cc1ccccc1C(=O)N1CC/C(=N\OS(=O)(=O)O)c2ccc(Cl)cc21,-3%
Cc1cccc(S(=O)(=O)NC(=O)C2(C)CCN2C(=O)CCc2ccccc2)c1 (configuration not stated),1%
Cc1ccc(S(=O)(=O)N2CCN(C(=O)c3cc(S(=O)(=O)N4CCOCC4)c(Cl)cc3Cl)CC2)cc1,?
C[C@@H]1CCCCO[C@H](CN(C)S(=O)(=O)c2ccccc2)[C@@H](C)CN([C@H](C)CO)C(=O)c2cc(NC(=O)Cc3ccccc3)ccc2O1,?
Cc1cccc(/C=C/c2cccs2)n1,0.63µM*
COc1ccc(S(=O)(=O)N2CCC(C(=O)Nc3ccc(Oc4ccccc4)cc3)CC2)cc1OC,?
Cc1cccc(-c2nc(SCC(=O)Nc3cccc(C(F)(F)F)c3)n3[nH]c(=O)cc3n2)c1,-6%
O=C(CCCCn1ccc(=O)[nH]c1=O)Nc1ccc(C(=O)O)c(O)c1,-10%
O=C(COc1ccccc1C(=O)OCC(=O)N1CCOCC1)Nc1ccc(Br)cc1,14µM*
COc1cccc(-c2oc3c(c2C#CC2(N)CCCCC2)C(O)CCC3)c1 (configuration not stated),18µM*
CN[C@H](C)C(=O)NC[C@H]1O[C@@H](n2cc(C)c(=O)[nH]c2=O)C[C@@H]1O,-89%
O=C(NCCOc1ccccc1)C1C(=O)Nc2ccccc2C(=O)N1C1CCCCC1 (configuration not stated),-6%
COc1ccc(-c2cncnc2N)cc1OC,-28%
N#C/C(=C\c1cccc2ccccc12)c1nn(-c2ccccc2)c(N)c1C#N,?
Brc1ccc2c(ccc[n+]2CCc2ccccc2)c1,?
CN1c2c(nc(N)[nH]c2=O)NCC1CNc1ccc(C(=O)NC(CCC(=O)O)C(=O)O)cc1 (configuration not stated),?
CCOC(=O)N1CCN(C(=O)C[C@@H]2C[C@@]3(C(=O)OC)CCCCC=C3N(Cc3cccc4ccccc34)C2=O)CC1,21µM*
O=C1c2ccccc2C(=O)N1CCC#C/C=C1\c2ccccc2C(=O)N1c1ccccc1,21µM*
O=C1NC[C@H](CCCCN2C[C@H](Cc3ccc(O)cc3)N(CC3CCCCC3)C(=O)C2=O)N(Cc2ccccc2)C1=O,-21%
CCOC(=O)c1ccc(-c2ccc(N3C(c4ccsc4)=Cc4ccc(F)cc4C3c3c[nH]c4ccc(C#N)cc34)cc2)cc1F (configuration not stated),?
